ERAP1 HTS inh – inhibitors of human ERAP1 aminopeptidase; Q9NZ08; recombinant ERAP1, Leu-AMC fluorescence, 60 min; inhibition, % at 10.7 µM; hit rate 0.15% among 340,000;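 active = mean replicate inhibition of at least 30%, or all replicates individually reaching that 30% level; inactive = mean below 30% and not every replicate reaching it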;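 also: 0% = neutral control wells and 100% = L-leucinethiol positive control wells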
RAD54 branch – RAD54 (human) branch migration inhibition; Q92698; inhibition, % at 10.4 µM; hit rate 0.14% among 360,000; RAD54 Holliday junction branch migration, FAM/BHQ fluorescence;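 active = mean normalized replicate activity at least 40 and at least half of replicates scoring 40 or more; inconclusive = only one of the two criteria met; inactive = mean below 40 and under half of replicates reaching 40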;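 also: 0% = median of neutral control wells and 100% = median of positive control wells; inhibitors cause a drop in the FAM fluorescence signal; in these data hits start at about 50%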
XiGFP reactiv – activators of X-chromosome reactivation in mouse fibroblasts; XiGFP mouse fibroblasts, % GFP-positive cells imaging, 3 d; cells co-treated with 5-aza-dC sensitizer; scaled so ellipticine positive control = 100%; activation, % at 7.58 µM; hit rate 0.055% among 360,000; AID 743238;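 active = mean normalized replicate activation at least 10% and every replicate at or above 10%; inconclusive = only one of the two criteria met; inactive = mean below 10% and not all replicates reach 10%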;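 also: 0% = median of on-plate neutral control wells and 100% = ellipticine 6 µM median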
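System: 68-5-11 XiGFP fibroblast line | Buffer or medium: DMEM containing 5-aza-dC | Compound: Single point | Times: Compounds 3 days, fix/stain 15 min at room temperature | Benchmarks: Positive control ellipticine, 6 µM final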
esBAF inh – SWI/SNF esBAF complex inhibition; mouse ES cells, Bmi1-luciferase knock-in reporter, 24 h; 100% = twice the neutral-well signal; reporter increase, % at 12.5 µM; hit rate 2% among 350,000; AID 602393; in the data active = activation above about 40%; inconclusive = no clear call, values can overlap the other calls;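 also: 0% = median of the plate's neutral control wells and 100% = double that signal; a rise in the Bmi1 reporter signal indicates esBAF inhibition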
ERp5 block – ERp5 (human) disulfide isomerase inhibition; Q15084; ERp5 insulin aggregation, absorbance 650 nm, 90 min; inhibition, % at 9.99 µM; hit rate 0.05% among 350,000; AID 651711;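 active = mean replicate inhibition above about 25%, with every replicate also reaching it, limit read from the data, passing the limit was not always enough; inconclusive = only one of those two criteria met; inactive = neither criterion met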
RAD52 inh – RAD52 (human) annealing inhibition. recombinant RAD52 DNA annealing, FRET fluorescence. inhibition, % at 18.7 µM. hit rate 0.46% among 360,000. AID 651710;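 active = every replicate showing at least 50% inhibition; inconclusive = mean inhibition at least 50% but not in every replicate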
S100A4 MyoIIA – S100A4-myosin IIA interaction inhibition; S100A4/TAMRA-MyoIIA peptide fluorescence polarization; hit rate 0.14% among 360,000; inhibition, % at 10.7 µM; P26447;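 active = mean inhibition of at least 70% across replicates, with every replicate also reaching that level; inconclusive = mean inhibition reaches 70% but some replicates fall short; inactive = mean inhibition below 70%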
Target sequence (P26447 whole entry, looked up): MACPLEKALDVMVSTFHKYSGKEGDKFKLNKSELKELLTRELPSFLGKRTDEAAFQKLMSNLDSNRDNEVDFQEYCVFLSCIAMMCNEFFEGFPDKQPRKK
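Test system: S100A4 monomer protein. Medium: HEPES buffer with Ca2+, pH 7.2. Reagent: fluorescent myosin IIA peptide, 5 nM. Compound dosing: single-point compound testing. Timing: 5 min between mix addition and reading. Benchmarks: DMSO neutral and TFP positive wells.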
E-selectin induc – E-selectin induction on HUVECs. HUVEC E-selectin immunofluorescence imaging; normalized: neutral wells 0, TNF-alpha wells 100. activation, % at 7.58 µM. hit rate 0.37% among 260,000. AID 686992;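 active = mean E-selectin-positive cell signal at least 10% of the positive control, reached in at least 60% of replicates, without over 20% cell loss; inconclusive = no rule given, readout overlaps actives, possibly toxicity-flagged; inactive = the rest, including those meeting only one limit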;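 also: in these data hits start at about 27%; measured in HUVEC primary endothelial cells; signal is the percent of cells scored E-selectin positive by PE staining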
Target sequence (P16581 whole entry, looked up): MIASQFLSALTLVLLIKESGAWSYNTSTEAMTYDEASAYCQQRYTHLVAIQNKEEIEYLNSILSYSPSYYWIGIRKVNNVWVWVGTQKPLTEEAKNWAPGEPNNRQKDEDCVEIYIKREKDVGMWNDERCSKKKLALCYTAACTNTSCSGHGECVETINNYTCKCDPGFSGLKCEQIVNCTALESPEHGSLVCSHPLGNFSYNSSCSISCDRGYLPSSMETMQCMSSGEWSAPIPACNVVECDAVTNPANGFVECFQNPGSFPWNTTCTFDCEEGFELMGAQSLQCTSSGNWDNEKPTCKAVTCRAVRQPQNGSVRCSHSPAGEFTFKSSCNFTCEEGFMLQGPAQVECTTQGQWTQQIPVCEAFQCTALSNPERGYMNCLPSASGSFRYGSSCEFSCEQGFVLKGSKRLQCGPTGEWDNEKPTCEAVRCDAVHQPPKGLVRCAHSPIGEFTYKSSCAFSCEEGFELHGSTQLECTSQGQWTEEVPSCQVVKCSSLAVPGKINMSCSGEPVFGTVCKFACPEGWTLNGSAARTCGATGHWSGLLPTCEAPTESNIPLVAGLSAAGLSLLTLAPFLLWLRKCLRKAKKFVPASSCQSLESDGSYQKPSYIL
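assay system = HUVEC, human umbilical vein endothelial cells | input = 3,000 HUVEC seeded per well | medium = EGM-2 growth medium on 0.1% gelatin-coated wells | dosing = one compound dose added by pin transfer | signal = immunofluorescence imaging | read-out basis = % PE-positive cells | control set = TNF-alpha, DMSO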
Starred values were filed as active, the others as inactive; ? = inconclusive; . = no result given; & = joins results of further samples.

Values run as follows: ERAP1 HTS inh	RAD54 branch	XiGFP reactiv	esBAF inh	ERp5 block	RAD52 inh	S100A4 MyoIIA	E-selectin induc
> O=[N+]([O-])c1cc([N+](=O)[O-])c2cc(-c3cccnc3)[nH]c2c1
    -2	.	0.0	.	-6	-64	1	1.0
> Cc1c(CNC(=O)C2CCC(=O)N(CCc3ccccc3)C2)cnn1C (stereo unspecified)
    2	5	0.0	.	-11	-7	-2	-0.2
> NC(=O)[C@@H]1CCCN1C(=O)[C@@H](Cc1ccccc1)NC(=O)[C@H]1O[C@@H](n2ccc(N)nc2=O)[C@H](O)[C@@H]1O
    3	.	0.3	.	2	-5	-2	-0.3
> COc1ccc(CNS(=O)(=O)c2ccc3c(c2)CC(C)N3C(=O)C2CC2)cc1 (stereo unspecified)
    -1	3	0.0	-9	-2	2	-2	.
> O=C(c1ccc(F)cc1)N1CCN(C2=NS(=O)(=O)c3ccccc32)CC1
    -6	-4	0.1	2	-6	-9	-7	.
> CC(=O)Nc1nc2[nH]ccc2c(=O)[nH]1
    3	4	0.1	-6	6	-12	15	-0.3
> COC(=O)C1=CN(Cc2ccc(OC)c(OC)c2)C=C(C(=O)OC)C1c1cccc(F)c1
    -3	2	0.1	6	-1	2	4	.
> C[C@H]1CN([C@@H](C)CO)C(=O)Cc2cc(NC(=O)NC3CCCCC3)ccc2O[C@H]1CN(C)C(=O)Nc1ccc2c(c1)OCO2
    4	2	0.0	-3	-3	10	40	-1.9
> CNC[C@@H]1OCc2cnnn2CCCC(=O)N([C@@H](C)CO)C[C@H]1C
    0&-1&0	2&-1	0.2&-0.2	1&-4	-1&15&1	-7&16&-9	11&7&-4	0.3&-0.2
> Cc1ccc(C(=O)N[C@@H](C)CN2C3=NC[C@H](C(C)C)N3C[C@H]2Cc2ccc(O)cc2)cc1Br
    .	13	0.1	7	-3	30	-2	0.0
> Cc1cc2cc3c(=O)[nH]c(=O)[nH]c3nc2cc1C
    1	.	0.0	.	5	-1	5	1.6
> C[C@@H]1CN([C@H](C)CO)C(=O)CCCn2nncc2CO[C@@H]1CN(C)C(=O)Nc1ccc(F)cc1
    12	11	0.0	0	-3	-2	17	0.1
> Cc1cc(C)cc(NS(=O)(=O)c2ccc(F)cc2)c1
    0	-5	0.0	-4	-1	13	-3	-0.1
> COc1ccc(CCNC(=O)Cc2ccc(OC)c(OC)c2)cc1OC
    1	3	.	0	-2	-7	6	.
> O=C1c2ccccc2C(=O)N1CCCCN(C(=O)c1cc([N+](=O)[O-])cc([N+](=O)[O-])c1)c1ccc(Cl)cc1
    3	0	0.0	.	0	-4	0	.
> CCOc1ccc(C(C)=O)cc1N1C(=O)C2C(C1=O)C1C=CC2C12CC2 (stereo unspecified)
    1	1	.	-4	-7	-17	-2	.
> CN(CC(=O)Nc1ccc(Cl)c(Cl)c1)CC(=O)N1CCCCCC1
    -2	-4	0.0	7	1	-6	-4	-0.2
> CCN(CC)c1ccc(/C=C/C(=O)C2C(=O)C=C(C)OC2=O)cc1 (stereo unspecified)
    -3	.	?	26	-3	-473	-38	.
> CC1(C)Cc2c(sc(NC(=O)c3ccc(S(=O)(=O)N4CCCCCC4)cc3)c2C#N)C(C)(C)N1
    2	1	0.0	0	-1	-28	-28	-1.0
> COc1ccc(-n2nnnc2SCC(=O)c2ccc(OC)c(OC)c2)cc1
    -3	3	.	-2	0	-22	-11	.
> COc1ccccc1NC(=O)CSc1nnnn1-c1ccc(F)cc1
    1	1	0.0	-2	-1	2	1	.
> CCOCc1nnc(NC(=O)CCC2CCCCC2)s1
    -2	-2	-0.1	1	4	6	-7	.
> COc1ccc(S(=O)(=O)Nc2ccc3c(c2)C(=O)N([C@@H](C)CO)C[C@H](C)[C@@H](CN(C)C(=O)C2CCCCC2)OCCCC[C@@H](C)O3)cc1
    0	-3	-1.1	2	-7	3	-4	0.2
> CC1=CC2(O)OCCN(CCO)C2=CC1=O (stereo unspecified)
    3	13	.	-1	7	-14	-4	.
> Cc1ccc(C)c(NC(=S)NC(C)C(c2cccs2)N2CCOCC2)c1 (stereo unspecified)
    0	2	0.1	2	-1	-4	-3	-2.0
> COc1cccc(-n2nc(C(N)=O)c(O)cc2=O)c1
    -3	.	0.0	0	0	-14	2	-0.3
> CCCC#Cc1ccc([C@H]2[C@@H](CO)N(S(C)(=O)=O)[C@H]2C#N)cc1
    1	6	0.1	-2	1	9	0	0.3
> Cc1noc(C)c1S(=O)(=O)N(C)C[C@@H]1OCCCC[C@H](C)Oc2ccc(NS(=O)(=O)c3cn(C)cn3)cc2C(=O)N([C@@H](C)CO)C[C@H]1C
    -4	5	0.1	1	-5	-1	11	-0.2
> COc1cc(CN2CC3(CCN(C(=O)CN4CCOCC4)CC3)c3c(n(C)c4cc(OC)ccc34)[C@H]2CO)cc(OC)c1
    3	.	0.1	.	-1	-91	-3	-0.2
> O=C(Nc1nccs1)c1ccc(S(=O)(=O)c2ccccc2)cc1
    5	-9	.	.	0	-3	-2	.
> Cc1[nH]c(C)c(S(=O)(=O)NCc2ccc(F)cc2)c1C(=O)N1CCCC1
    1	-5	0.1	2	1	-3	2	.
> CCCCn1c(N)c(N(CCOC)C(=O)c2cc(-c3ccc(C)cc3)nc3ccccc23)c(=O)[nH]c1=O
    2	-5	0.2	0	-3	-19	-4	-0.2
> CN(C)C(=O)C[C@H]1C[C@@H]2c3cc(NC(=O)NC4CCCC4)ccc3O[C@@H]2[C@H](CO)O1
    -4	7	0.5	-3	-7	-8	1	0.9
> O=C(OCC(=O)N1CCN(C(=O)c2ccco2)CC1)c1ccc(Cl)c(Cl)c1
    1	-4	0.1	-2	4	-16	-16	-2.6
> C[C@H]1CN([C@@H](C)CO)S(=O)(=O)c2ccc(-c3cccc(F)c3)cc2O[C@@H]1CN(C)C
    23&-1&1	4&2&0	0.0&-0.3	2&3&2	7&2&0	-2&2&2	-7&5&3	-0.9&-0.7
> CCN(CC)CCCNC(=O)c1ccc2c3n(nc2c1)-c1ccc(Cl)cc1CO3
    1	52*	0.0	37	5	65*	3	0.1
> CO[C@H]1CN(C)C(=O)c2cc(NC(C)=O)ccc2OC[C@@H](C)N(CC2CC2)C[C@H]1C
    -6	2	0.6	1	3	-1	7	0.4
> C[C@H]1CN([C@@H](C)CO)C(=O)c2cccc(NS(=O)(=O)c3ccccc3)c2O[C@H]1CN(C)Cc1ccc(-c2ccccc2)cc1
    -6	-1	-0.6	-8	-2	-13	-7	-0.3
> Cc1ccc(S(=O)(=O)NCCN2CCOCC2)c(C)c1C
    -3	-12	-0.1	0	-1	-4	-3	-0.9
> O=c1c2c(nc3cc(-c4cccc(Cl)c4)[nH]n13)CCCC2
    2	.	0.1	.	0	-1	5	0.0
> O=C(NCc1cccnc1)Nc1cc(Cl)cc(Cl)c1
    0	-2	0.1	.	0	-9	-4	.
> Cc1[nH]ccc(=O)c1OC1OC(CO)C(O)C(O)C1O (stereo unspecified)
    .	6	-0.3	-1	-5	-6	-5	-0.2
> CC(C)N1CCc2c(sc(N)c2C#N)C1
    1	0	.	0	-3	-69	-31	.
> Cc1ccc(/C=C2\CCCC3=C2NC(=S)NC3c2ccc(C)cc2)cc1 (stereo unspecified)
    -2	.	-0.1	.	1	-3	2	.
> O=C(C[C@H]1CC[C@H]2[C@@H](COC[C@H](O)CN2S(=O)(=O)c2ccccc2)O1)N1CCOCC1
    -3	11	0.3	4	4	3	3	0.0
> COc1cccc(N2C(=O)C3ON(c4ccccc4)C(c4cccs4)C3C2=O)c1 (stereo unspecified)
    -1	-2	0.2	-4	4	-51	-2	0.1
> CC(=O)c1ccc(OCC(O)CN2CCN(S(=O)(=O)c3cccc(Br)c3)CC2)cc1 (stereo unspecified)
    0	3	-0.1	6	3	-20	-4	0.0
> Cc1cc(-c2onc(C)c2C(=O)N/N=C/c2ccccc2)no1
    -2	.	0.1	16	1	-4	2	.
> CNc1cc(-c2ccc(OC)c(OC)c2)ncn1
    -1	4	0.2	40	2	-9	-1	0.0
> COc1cc(OC)nc(Nc2nc(C(N)c3ccccc3Cl)cs2)n1 (stereo unspecified)
    -3	1	0.0	-5	10	-59	-2	0.3

Next part.
Values run as follows: ERAP1 HTS inh	RAD54 branch	XiGFP reactiv	esBAF inh	ERp5 block	RAD52 inh	S100A4 MyoIIA	E-selectin induc
> O=C(CSc1nnc2c(n1)[nH]c1ccccc12)Nc1ccc(N2CCOCC2)cc1
    0	-1	0.3	8	1	-8	-2	-0.1
> CN(CC(=O)NCc1ccc(F)cc1)Cc1ccc(Br)cc1
    -2	1	0.3	-9	2	-17	8	0.7
> CC(C(=O)NCc1ccco1)n1nc(-c2ccccc2)c2cc(Cl)ccc21 (stereo unspecified)
    .	-9	0.0	1	-2	-15	-4	.
> COc1ccc2cc(C3=CCCC3(C)C(=O)O)ccc2c1 (stereo unspecified)
    0	-1	0.1	18	-5	-22	0	0.1
> COc1ccc(S(=O)(=O)N(C)C2CCN(C)CC2)cc1
    3	5	0.1	-5	-1	0	3	.
> OCCCNc1nc(-c2ccc(Cl)cc2)nc2ccccc12
    1	19	0.1	-3	4	0	-3	0.6
> CC(=O)c1ccccc1NC(=O)COc1ccc(N(C)S(=O)(=O)c2ccc(C)c(C)c2)cc1
    -4	1	0.3	0	1	-33	2	-1.1
> CC(C)c1cc(C(=O)Nc2cccnc2)no1
    2	9	.	.	2	-2	-1	.
> CCOC(=O)c1[nH]c2ccc(Cl)cc2c1NC(=O)/C=C/c1ccc2c(c1)OCO2
    0	.	0.1	-3	8	-14	2	.
> C[C@@H]1CN([C@H](C)CO)S(=O)(=O)c2ccc(C#Cc3cccnc3)cc2O[C@H]1CN(C)C(=O)CN(C)C
    2	5	0.3	-3	-1	2	-26	0.1

A section from further up, for reference:
Values run as follows: ERAP1 HTS inh	RAD54 branch	XiGFP reactiv	esBAF inh	ERp5 block	RAD52 inh	S100A4 MyoIIA	E-selectin induc
> O=[N+]([O-])c1cc([N+](=O)[O-])c2cc(-c3cccnc3)[nH]c2c1
    -2	.	0.0	.	-6	-64	1	1.0
> Cc1c(CNC(=O)C2CCC(=O)N(CCc3ccccc3)C2)cnn1C (stereo unspecified)
    2	5	0.0	.	-11	-7	-2	-0.2

Next section:
Values run as follows: ERAP1 HTS inh	RAD54 branch	XiGFP reactiv	esBAF inh	ERp5 block	RAD52 inh	S100A4 MyoIIA	E-selectin induc
> CN(Cc1cccs1)C(=O)COC(=O)CNC(N)=O
    4	.	0.5	.	2	-14	0	-0.5
> CCN(CC)S(=O)(=O)c1ccc(N2CC(C(=O)NC3(C)CCS(=O)(=O)C3)CC2=O)cc1 (stereo unspecified)
    -4	6	0.0	-4	-1	-12	-9	0.1
> Cc1nn(-c2ccccc2)c(Cl)c1/C=N/NC(N)=O
    0	3	0.0	.	-1	2	-1	-0.1
> N#Cc1ccccc1NC(=O)CN1C(=O)NC2(CCCC2)C1=O
    -6	-5	0.0	-2	4	-17	4	0.5
> C/C=C1\COC(C(=O)NCc2ccccc2)(C(F)(F)F)C=C1C=C(C)C (stereo unspecified)
    4	0	0.0	-20	-1	-22	-14	-0.2
> CCc1cc2c(=O)[nH]c(-c3ccccn3)nc2s1
    0	-3	2.2	.	4	-11	6	.

Compound activity deposited in PubChem by Broad Institute.
